Screening results from PubChem.
ST2 IL33 inh – inhibitors of human ST2 (IL1RL1) binding to IL-33, primary screen, biochemical, AlphaLISA | inhibition, % for hits at 17 µM | 78,000 compounds, 2.3% hits | AlphaLISA ST2-Fc/biotin-IL-33 interaction, 1 h | Interleukin-1 receptor-like 1 (Homo sapiens), Q01638; in the data active means inhibition above about 30%; inconclusive means mostly about 10% to 28%
Target sequence (Q01638 whole entry, looked up): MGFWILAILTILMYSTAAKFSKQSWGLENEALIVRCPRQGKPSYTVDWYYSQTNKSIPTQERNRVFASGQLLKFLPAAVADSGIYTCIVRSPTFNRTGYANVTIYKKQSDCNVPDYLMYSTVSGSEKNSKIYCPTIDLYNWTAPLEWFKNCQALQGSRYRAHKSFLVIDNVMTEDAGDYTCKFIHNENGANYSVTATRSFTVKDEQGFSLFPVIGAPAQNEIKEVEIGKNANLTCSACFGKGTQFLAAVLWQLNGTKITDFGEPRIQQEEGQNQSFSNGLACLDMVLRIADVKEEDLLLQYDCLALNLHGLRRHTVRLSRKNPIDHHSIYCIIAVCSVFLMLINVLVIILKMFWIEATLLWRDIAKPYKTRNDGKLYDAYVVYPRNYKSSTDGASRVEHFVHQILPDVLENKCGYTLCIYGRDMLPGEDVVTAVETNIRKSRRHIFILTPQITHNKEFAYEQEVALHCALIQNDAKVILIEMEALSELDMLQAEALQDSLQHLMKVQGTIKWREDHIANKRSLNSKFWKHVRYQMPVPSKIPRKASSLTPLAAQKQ
An asterisk follows results filed as active; i = inactive; ? = inconclusive. Only part of the results is shown; the hit share may differ from the screen's.

SMILES | ST2 IL33 inh
Cc1noc(C)c1S(=O)(=O)NC1CCCc2ccccc21 (centres undefined) | ?
COc1ccccc1-c1cc(C(=O)N2CCOCC2)no1 | i
COCc1ccc(C(=O)NCc2ccc3c(c2)n(C)c(=O)n3C)o1 | i
CC(=O)Nc1nc(-c2ccc(Cl)c(Cl)c2)nc2c1c(=O)oc1ccccc12 | i
O=C(c1cccc2cc[nH]c12)N1C[C@@H]2[C@H](C1)[C@H]1CC[C@@H]2O1 | i
Cn1c(C(=O)NCc2cccnc2)cc2c(=O)n3ccccc3nc21 | i
O=C(c1cc2n(n1)C(C(F)(F)F)CC(c1ccc(Cl)cc1)N2)N1CCCC1 (centres undefined) | i
CC1(C)CC(=O)C2=C(C1)N(c1cccc(Br)c1)C(N)=C(C#N)C2c1ccsc1 (centres undefined) | i
COC(=O)[C@H](NC(=O)c1cnn2c1CCCC2)c1ccc(O)cc1 | ?
C/C=C/CC(=O)N(Cc1ccsc1)C(CC)CO (centres undefined) | i
CCS(=O)(=O)c1ccc(O)c(NC(=O)/C=C/c2ccccc2)c1 | ?
NC(=O)c1cccc(CC2CCN(C(=O)c3cnn4cccnc34)C2)c1 (centres undefined) | ?
Cc1ccc(-c2n[nH]c(=O)c3ccccc23)cc1C | i
COc1ccc(S(=O)(=O)NCCn2ccc3ccccc32)cc1 | i
Cc1ccc(C(=O)Nc2c3c(nn2C(C)(C)C)CSC3)cc1 | i
Fc1ccc(CN2CCCCCC2)cc1F | ?
O=[N+]([O-])c1cc(C(F)(F)F)cc([N+](=O)[O-])c1N1CCN(CCO)CC1 | i
O=C(/C=C/c1cccc([N+](=O)[O-])c1)c1ccc(NC(=O)c2ccco2)cc1 | ?
CCOC(=O)c1ccc(NS(=O)(=O)c2ccc3c(c2)c(=O)n(C)c(=O)n3C)cc1 | i
CC(C)c1cc(C2CCN(Cc3ccc(C4CCCCO4)o3)CC2)[nH]n1 (centres undefined) | i
CCN(CC)C(=O)C1CCCN(Cc2cc(Br)ccc2OC)C1 (centres undefined) | ?
Cc1cc(OCC(=O)N2N=C(C3CCCCC3)CC2(O)C(F)(F)F)ccc1Cl (centres undefined) | i
Cc1ccnc(NC(c2ccncc2)c2ccc3cccnc3c2O)c1 (centres undefined) | i
CCCS(=O)(=O)Nc1ccc2n(c1=O)C[C@H]1C[C@@H]2CN(C(=O)c2ccc(-c3ccccc3)cc2)C1 | ?
CC(=O)O[C@H]1C[C@@H]2CC[C@@H]3[C@H](CC[C@@]4(C)[C@H]3C[C@H]([N+]3(C)CCCCC3)[C@@H]4OC(C)=O)[C@@]2(C)C[C@@H]1[N+]1(C)CCCCC1 | ?
(listing goes on)
SMILES | ST2 IL33 inh
C=C1C(=O)O[C@@H]2C[C@@]3(C)C[C@@H](O)C[C@H](C)C3=C[C@H]12 | ?
COc1ccc(CC(=O)N2CCc3c([nH]c4ccccc34)C2c2cccc(C)n2)cc1OC (centres undefined) | ?
O=C(CN1N=C(c2ccccc2)CCC1=O)NCc1cccs1 | i
Cc1cc(C(=O)Nc2ccc(F)c(Cl)c2)no1 | i
COc1ccc(S(=O)(=O)Nc2ccc(S(=O)(=O)Nc3cc(OC)ccc3OC)cc2)cc1 | 49%*
CN(CCc1ccccn1)c1ncccc1CNC(=O)Nc1cccc(F)c1 | i
Cn1c(=O)c2[nH]c(NCCc3ccccc3)nc2n(C)c1=O | i
CCOC(=O)c1sc(=Nc2ccccc2)n(Cc2ccccc2)c1C | i
COc1ccc(OCc2nc(N)nc(Nc3cccc(C)c3C)n2)cc1 | i
Cc1c(Nc2ncnc3sc4c(c23)CCCC4)c(=O)n(-c2ccccc2)n1C | i
CCOc1c(C)cc(S(=O)(=O)N2CCN(c3nc(C)cc(N4CCCC4)n3)CC2)cc1C | i
NS(=O)(=O)c1ccc(NC(=O)Cn2cnc(S(=O)(=O)N3CCCCC3)c2)cc1 | i
CCc1nc(C)sc1C(=O)NCc1cnn2ccccc12 | i
CC1=C(/C=C/C(C)=C/C=C/C(C)=C/C(=O)O)C(C)(C)CCC1 | i
CCC(C)c1ccc(OCCCCN2CCN(C)CC2)cc1 (centres undefined) | 39%*
CCOc1ccc(S(=O)(=O)N(CC(=O)O)c2ccccc2)cc1 | i
Cc1nc(C)c(Cc2ccccc2)c(=O)[nH]1 | i
CC(C)(C)NC(=O)NCCc1nc2cccnc2n1Cc1ccccc1 | i
O=C(Cc1cccs1)Nc1ccc(-c2nnc(-c3ccco3)o2)cc1 | i
O=C(O)c1ccc(C(=O)c2ccc3c(c2)C(=O)N(c2ccccc2O)C3=O)cc1 | ?
Cc1c(CN(C)Cc2ncc[nH]2)[nH]c2ccccc12 | ?
O=C(CC(c1ccccc1)c1ccc2c(c1)OCO2)NCCc1ccco1 (centres undefined) | i
CCOc1ccc(/C=C2\N=C(c3cccc(C)c3)OC2=O)cc1 | i
COc1ccccc1C1C(C#N)=C(N)Oc2n[nH]c(-c3cc(OC)c(OC)c(OC)c3)c21 (centres undefined) | ?
Cc1cccc[n+]1C1C(c2ccccc2)C(C#N)=C(C(=C=[N-])C#N)NC1(O)C1CC1 (centres undefined) | ?
More results
SMILES | ST2 IL33 inh
Cc1c(C=O)c2ccccc2n1CC(=O)N1CCCc2ccccc21 | i
CCOC(=O)c1oc2ccccc2c1NC(=O)c1cc2ccccc2o1 | i
COc1ccc(Cl)cc1-n1nc(C(C)C)nc1-c1ncn[nH]1 | i
CCN1C(=O)C2CCCN2c2ccc(C(=O)O)cc21 (centres undefined) | i
CN(CC(=O)Nc1ccc(F)c(Cl)c1)S(=O)(=O)c1ccc2c(c1)CCC(=O)N2 | i
Cc1nnc(-c2ccccc2-c2ccc(C(=O)N(C)C)cc2)s1 | i
Cc1nc2nc[nH]n2c(=O)c1NC(=O)Nc1cccc(Cl)c1C | i
CCN(CC)S(=O)(=O)C1CCS(=O)(=O)C1 (centres undefined) | i
COCCNS(=O)(=O)c1cccc2cccnc12 | i
Cc1nc2ccccn2c1CC(=O)N1C[C@H]2C[C@H](O)[C@H](O)C[C@H]2C1 | ?
CCCOc1ccccc1/C=C1\SC(N2CCN(C(C)=O)CC2)=NC1=O | i
CCS(=O)(=O)N1CCN(c2nc(C)cc(N3CCCCC3)n2)CC1 | ?
N#CC(c1ccccc1)C(C#N)c1ccccc1 (centres undefined) | i
COc1ccc(OCc2cc(C(=O)NCC(C)O)n[nH]2)c(Cl)c1 (centres undefined) | i
COc1ccc2nc(NC(=O)C(F)F)sc2c1 | i
Cc1ccc(CNC(=O)CSc2c3c(nc4ccc(Cl)cc24)CCCC3)o1 | ?
Cc1cccc(NC(=O)CN2C(=O)C3CCCCN3c3ccc(S(=O)(=O)N4CCCCC4)cc32)c1 (centres undefined) | i
CN(c1ccccc1)S(=O)(=O)c1ccc(C(=O)Nc2nnc(-c3cccs3)o2)cc1 | i
Cn1c(=O)c2c(nc(NCCc3ccccc3)n2Cc2ccc(Br)cc2)n(C)c1=O | i
Cc1ccc(NS(=O)(=O)N(C)C)cc1 | i
Cc1ccc(Nc2cc(C)nc(Nc3ccc(NC(=O)c4ccc(C)cc4)cc3)n2)cc1 | ?
COc1ccc(OC)c(NC(=O)c2c(NC(=O)CNCc3ccco3)sc3c2CCC3)c1 | i
CCCCN(CC)C(=O)C1c2cc(OC)c(OC)cc2C(=O)N(C)C1c1ccccc1F (centres undefined) | i
Cc1cccc(Cn2c(CNS(=O)(=O)c3ccc(CC(C)C)cc3)nc3cccnc32)c1 | i
O=S(=O)(c1ccc(F)cc1)c1ccc(-c2ccccc2)cc1 | i
(listing goes on)
SMILES | ST2 IL33 inh
Cc1cccc(C(=O)Nc2sc3c(c2C(=O)NC(C)C)CCCC3)c1 | i
CCN(CC)S(=O)(=O)c1ccc(C(=O)Nc2cc(C)c3c(=O)oc4ccccc4c3n2)cc1 | i
O=C(COc1ccccc1/C=C1/NC(=O)NC1=O)Nc1ccc(F)cc1 | i
CC(C)NC(=O)[C@@H]1C[C@@H](N)CN1Cc1nc(-c2ccccc2)cs1 | i
CC(=O)N1CCCN(CC[C@H]2CN(C(=O)c3ccnc(Cl)c3)CC[C@H]2CC(=O)O)CC1 | i
Cc1nc2ccccn2c1CN(C)C(=O)CC1C(=O)NCCN1CC(C)(C)C (centres undefined) | i
CCn1c(CC2CCN(Cc3ccc4onc(C)c4c3)CC2)nn(C)c1=O | i
CCOC(=O)C1(Cc2cccc(OC)c2)CCN(Cc2cc(C(C)C)n[nH]2)CC1 | i
COc1cccc2cc(C(N)=O)c(=Nc3ccccc3C)oc12 | i
Cc1cc(S(=O)(=O)N2CCCC(CNS(=O)(=O)Cc3ccccc3)C2)c(C)s1 (centres undefined) | ?
O=C1CSC(c2ccc([N+](=O)[O-])cc2)N1c1ccc(F)cc1F (centres undefined) | i
CN1CCN(C(=O)CN2CCN(Cc3cccc(Cl)c3)C2=O)CC1 | i
Cc1ccc(CNc2c(C(=O)O)cnn2Cc2ccc(C)cc2)cc1 | i
O=C1SC(Nc2ccccc2)C(=O)N1Cc1ccccc1 (centres undefined) | i
O=C(CS(=O)(=O)c1nc(-c2ccccc2)cn1-c1ccccc1)Nc1ccccc1 | i
Clc1cccc(-c2nc(-c3ccncc3)no2)c1 | i
CC(C)N1C(=O)S/C(=C/c2ccccc2OCc2ccc(C(=O)O)cc2)C1=O | ?
NS(=O)(=O)c1ccc(CNS(=O)(=O)Cc2ccccc2)cc1 | i
NC(=O)CN1CCC=C(CNC(=O)c2ccc(Cl)cc2Cl)C1 | ?
O=C(CN1CCOc2ccccc2C1)NCc1cnn2ccccc12 | ?
CCCNC(=O)C1CCC(Cn2c(=O)c3sccc3n(CC(=O)NC3CCCCC3)c2=O)CC1 (centres undefined) | i
O=C(NCc1ccccc1Cl)N1CCOCC1 | i
COCCC1CN(Cc2ccc(S(C)(=O)=O)cc2)CCO1 (centres undefined) | i
O=C(Oc1cccc(Cl)c1)N1CCOCC1 | ?
O=C(C1=CCCC1)N1CCC(C2(c3cccnc3)NC(=O)N(CCc3cccs3)C2=O)CC1 (centres undefined) | i

Grouped by structure: those above containing a thiophene ring, fused or not.
SMILES | ST2 IL33 inh
CC1(C)CC(=O)C2=C(C1)N(c1cccc(Br)c1)C(N)=C(C#N)C2c1ccsc1 (centres undefined) | i
C/C=C/CC(=O)N(Cc1ccsc1)C(CC)CO (centres undefined) | i
O=C(CN1N=C(c2ccccc2)CCC1=O)NCc1cccs1 | i
Cc1c(Nc2ncnc3sc4c(c23)CCCC4)c(=O)n(-c2ccccc2)n1C | i
O=C(Cc1cccs1)Nc1ccc(-c2nnc(-c3ccco3)o2)cc1 | i
CN(c1ccccc1)S(=O)(=O)c1ccc(C(=O)Nc2nnc(-c3cccs3)o2)cc1 | i
COc1ccc(OC)c(NC(=O)c2c(NC(=O)CNCc3ccco3)sc3c2CCC3)c1 | i
Cc1cccc(C(=O)Nc2sc3c(c2C(=O)NC(C)C)CCCC3)c1 | i
Cc1cc(S(=O)(=O)N2CCCC(CNS(=O)(=O)Cc3ccccc3)C2)c(C)s1 (centres undefined) | ?
CCCNC(=O)C1CCC(Cn2c(=O)c3sccc3n(CC(=O)NC3CCCCC3)c2=O)CC1 (centres undefined) | i
O=C(C1=CCCC1)N1CCC(C2(c3cccnc3)NC(=O)N(CCc3cccs3)C2=O)CC1 (centres undefined) | i

The list goes on:
SMILES | ST2 IL33 inh
Cc1cc(Nc2cccc(C(F)(F)F)c2)n2ncnc2n1 | i
CCOC(=O)CNc1c(-c2ccc(F)cc2)nc2cnccn12 | i
CCCc1nc2nc[nH]n2c(=O)c1NC(=O)Nc1ccc(C)cc1 | i
CCOC(=O)C1(CCc2ccccc2)CCCN(C(=O)c2cnccn2)C1 (centres undefined) | ?
COc1ccc(S(=O)(=O)n2cccn2)cc1 | i
COc1cc(S(=O)(=O)N2CCN(c3nc(C)cc(Nc4ccccc4)n3)CC2)c(C)cc1C | ?
OCC1(CCOc2ccccc2)CCN(Cc2ccccc2C(F)(F)F)CC1 | i
Cc1ccc(CSc2nnc3sc4ccccc4n23)cc1 | i
C=CCc1cc(C)ccc1OCC(O)CN1CCN(c2ccccc2)CC1 (centres undefined) | i
COc1ccccc1C(=O)N1CCN=C1SCc1ccccc1C | i
Nc1ccc(S(=O)(=O)NCCO)cc1 | i
COc1ccccc1OC1CN(Cc2cc(C)[nH]n2)C1 | ?
CC1=C(C(=O)Nc2cc(C)ccn2)C(c2cccc(Cl)c2Cl)C2=C(CCCC2=O)N1 (centres undefined) | i
O=C(c1ccncc1)N1CCN(C(=O)c2ccccc2F)CC1 | ?
O=C(c1ccc(NCc2cccnc2)nc1)N1CCCC(c2ccccc2)CC1 (centres undefined) | i
CN(C)CCCN1C(=O)C(=O)C(=C(O)c2ccc(F)cc2)C1c1ccncc1 (centres undefined) | i
Cc1ccc(N2C(=O)C3C4C=CC(C4)C3(C)C2=O)cc1 (centres undefined) | i
Cn1c(=O)c2c(nc(NCCCO)n2Cc2cccc3ccccc23)n(C)c1=O | i
Cc1nnsc1CN(C)Cc1ccc2cccc(O)c2n1 | i
Cn1c(=O)c2c(nc(NCC3CCCO3)n2Cc2ccc(Cl)cc2)n(C)c1=O (centres undefined) | i
O=C1OC(Oc2ccccc2)(c2ccccc2)c2ccccc21 (centres undefined) | i
COc1ccc([C@@H]2Sc3ccccc3N(CCN(C)C)C(=O)[C@@H]2OC(C)=O)cc1 | i
CC1CCc2c(sc(NC(=O)c3cccs3)c2C(N)=O)C1 (centres undefined) | i
CC(NC1CCN(C)CC1)c1ccc(-c2ccccc2)cc1 (centres undefined) | ?
Cc1ccc(C2CC(C(F)(F)F)n3ncc(C(=O)O)c3N2)cc1 (centres undefined) | i
CC(=O)n1cc(/C=C2/N=C(c3ccccc3)OC2=O)c2ccccc21 | 61%*
Cc1ccc(NC(=O)CC2(C)Nc3ccccc3C(=O)N2c2ccccc2C)c(C)c1 (centres undefined) | i
CCOCCOC(=O)CCSc1n[nH]c(=O)[nH]c1=O | i
